DT40 TDP1 no CPT – qHTS for Inhibitors of human tyrosyl-DNA phosphodiesterase 1 (TDP1): qHTS in cells in absence of CPT; DT40 Tdp1-/- hTDP1 cells, no CPT, ATP luminescence, 48 h; 420,000 tested, 15% active; AID 686978, 2013; Potency, µM (top dose mostly 46.2 µM), for the others: at the top dose activity change, negative = growth inhibition, usual class: inhibitors; further: nearly all actives have a fitted effect of over 55% in size
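DT40 Tdp1-/-;hTDP1 cells, no CPT (DMSO vehicle only), 400 cells/well; compounds pin-transferred; ≥48 hr, 37 °C; CellTiter-Glo 30 min RT dark, luminescence read.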
DT40 TDP1 CPT – DT40-hTDP1 cell growth loss with CPT | chicken DT40 Tdp1-/-;hTDP1 cells + 20 nM CPT, ATP luminescence, 48 h | Potency, µM (doses to about 46.2 µM), for inactives: at the top dose activity change, negative = growth inhibition, usual class: inhibitors | 420,000 tested, 12% active | AID 686979; further: nearly all actives have a fitted effect of over 55% in size
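Chicken DT40 Tdp1-/- cells stably complemented with human TDP1 were seeded at 400 cells/well in medium containing 20 nM camptothecin, exposed to pin-transferred compounds, and grown at 37 °C for at least 48 hr. Viability was read as ATP luminescence.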
GCN5L2 inh – inhibitors of human GCN5L2 histone acetyltransferase; Potency, µM (series often up to 58.9 µM), for inactives: at the top dose activity change, negative = inhibition, hits mostly inhibitors; GCN5L2 HAT assay, ThioGlo1 CoA-SH fluorescence; 390,000 tested, 0.21% active; Q92830
Target sequence (Q92830 whole entry, looked up): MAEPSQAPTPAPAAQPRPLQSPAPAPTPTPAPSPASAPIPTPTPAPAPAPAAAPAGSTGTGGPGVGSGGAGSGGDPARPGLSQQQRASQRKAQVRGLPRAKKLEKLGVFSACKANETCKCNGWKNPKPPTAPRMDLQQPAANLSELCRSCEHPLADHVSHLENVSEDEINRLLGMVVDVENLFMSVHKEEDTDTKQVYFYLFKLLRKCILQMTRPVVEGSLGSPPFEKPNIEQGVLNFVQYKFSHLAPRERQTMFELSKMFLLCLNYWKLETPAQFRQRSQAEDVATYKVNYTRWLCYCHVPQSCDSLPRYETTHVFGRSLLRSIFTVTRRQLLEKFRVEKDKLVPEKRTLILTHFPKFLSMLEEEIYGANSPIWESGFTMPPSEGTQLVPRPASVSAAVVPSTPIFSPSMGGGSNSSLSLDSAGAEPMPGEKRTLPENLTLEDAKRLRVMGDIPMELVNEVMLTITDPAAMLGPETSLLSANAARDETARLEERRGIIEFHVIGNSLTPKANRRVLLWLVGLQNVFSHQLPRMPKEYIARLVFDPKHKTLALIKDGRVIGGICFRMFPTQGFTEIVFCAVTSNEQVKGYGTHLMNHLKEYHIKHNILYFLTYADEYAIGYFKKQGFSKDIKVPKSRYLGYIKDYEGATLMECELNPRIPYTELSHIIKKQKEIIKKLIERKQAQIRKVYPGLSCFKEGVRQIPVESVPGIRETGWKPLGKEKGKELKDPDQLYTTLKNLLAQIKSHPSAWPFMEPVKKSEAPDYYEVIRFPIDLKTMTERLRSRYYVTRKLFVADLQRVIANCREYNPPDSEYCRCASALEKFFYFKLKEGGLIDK
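GCN5L2 (20nM final) in 50mM HEPES, 0.1mM EDTA pH 7.5, 0.01% Tween-20 was preincubated 15 min at room temperature with compound, then given ThioGlo1 (50uM), H3(1-25) peptide (75uM) and acetyl-CoA (70uM); CoA-thiol fluorescence (Ex340/Em540) was read at 0 and 20 min.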
Active calls of the source: *; ? = inconclusive; · = not tested or not shown; & = joins results of further samples; [ ] = dose if it differs, or a comment. The call rests on the fitted dose curve; in most records, active means well fitted curve in the direction sought with a large enough effect; inconclusive means small, poorly fitted or top-dose-only effect, or another doubt; inactive means no such curve, though single readings can be large; an effect the other way counts as inactive or inconclusive. On the % scale 0 is the no-effect control and ±100 the full control effect; potency means the concentration at half of the fitted maximal effect. Rows were taken by chance; overall some 18% were active at least once.

Fields – DT40 TDP1 CPT, DT40 TDP1 no CPT, GCN5L2 inh
> CC(C)(C)n1ncc2c(=O)n(CC(=O)Nc3ccc4c(c3)OCCO4)cnc21
  -2%, -17%, -2%
> CC(=O)c1c(C)[nH]c(C(=O)Nc2cccc(S(=O)(=O)N3CCCC3)c2)c1C
  ?, ?, -1%
> CCCCCOc1ccc(Cn2ccnc2)cc1[N+](=O)[O-]
  ?, ?, -8%
> Cc1ccc(/C=C2\SC(=S)N(CCC(=O)NNS(=O)(=O)c3ccccc3)C2=O)cc1
  32%[activator], -9%, 9%
> COc1ccc(C(=O)Nc2ccccc2[N+](=O)[O-])cc1S(=O)(=O)N1CCOCC1
  -2%, ?, -31%
> O=C(Nc1cccc(C(F)(F)F)c1)C1CCCN(c2ncccn2)C1 (stereo not given)
  -17%, -25%, -6%
> Cc1ccn2c(=O)nc(SCC(=O)Nc3cccc4ccccc34)nc2c1
  ?, ?, -5%
> CCC(C)NC(=O)c1cn(C)c(=O)c2cc(OC)c(OC)cc12 (stereo not given)
  ?, -19%, 0%
> Clc1cccc(Cc2c(-c3cccc(Cl)c3)nc3c4ccccc4ccn23)c1
  ?, 16µM*, ·
> Cc1cc(C)c2c(n1)NCCC2
  -3%, -1%, ·
> Cc1ccc2nsnc2c1N(S(C)(=O)=O)S(C)(=O)=O
  3%, -11%, -2%
> COCCN(Cc1cc2cc3c(cc2nc1Cl)OCO3)C(=O)c1cccc(C)c1
  7.3µM*, 16µM*, -6%
> COC(=O)c1cc(S(=O)(=O)NCC(C)c2ccccc2)c[nH]1 (stereo not given)
  -11%, -24%, ·
> Cn1cc(CCC(=O)N2CCCC(Nc3ccc(F)cc3)C2)cn1 (stereo not given)
  -6%, 3%, 5%
> C[C@H](CO)N1C[C@H](C)[C@@H](CN(C)C(=O)Nc2ccc(C(F)(F)F)cc2)Oc2ccc(NC(=O)Nc3ccccc3)cc2C1=O
  ?, ?, -9%
> CN1C/C(=C/c2ccccc2[N+](=O)[O-])C(=O)/C(=C\c2ccccc2[N+](=O)[O-])C1
  0.52µM*, 0.92µM*, ·
> COc1ccccc1NC(=O)C(C)OC(=O)/C=C/c1ccc2ccccc2n1 (stereo not given)
  29µM*, ?, -11%
> Cc1ccc(NNC(=O)C2CCC2)cc1C
  3%, -29%, ?
> CCN(CC)C(=O)Oc1ccc(Br)c2ccccc12
  ?, ?, -1%
> CC(=O)c1sc(NC(=O)C(C)Oc2ccc3c(C)cc(=O)oc3c2)nc1C (stereo not given)
  -14%, ?, -3%
> CC(C)(CN1CCN(Cc2ccccc2)CC1)NS(=O)(=O)c1ccc(Cl)cc1
  16µM*, 18µM*, -4%
> COc1ccc(CNC(=O)C2CCC(CNS(=O)(=O)c3cccs3)CC2)cc1 (stereo not given)
  1%&-3%, -2%&-27%, -3%&-10%
> COc1ccc(CSCC(=O)NN=C2CCN(C)CC2)cc1
  2%, 8%, -17%
> CCOC(=O)[C@]12CCCC=C1N(Cc1ccccc1)C(=O)[C@H](CC(=O)N1CCC(c3ccccc3)CC1)C2
  16µM*, ?, ·
> NC(N)=NS(=O)(=O)c1ccc(NC(=S)NC(=O)c2ccc(Br)cc2)cc1
  -24%, -30%, -5%
> CCOc1ccc(CO/N=C/c2c(C)[nH]c(=O)[nH]c2=O)cc1
  -3%, 1%, -1%
> Cc1ccc(S(=O)(=O)N2[C@@H](c3cccc(Cl)c3)C(C(=O)O)=CC[C@H]2c2cccc(C)c2)cc1
  -19%, -15%, ?
> COc1ccccc1NC(=O)C1CCCN(S(=O)(=O)c2cccc3nsnc23)C1 (stereo not given)
  -25%, -26%, -2%
> CN(Cc1ccccc1)C(=O)c1cccc(NC(=O)Cc2ccc(NC(=O)C3CCN(C(=O)C4CCCC4)CC3)cc2)c1
  ?, ?, ·
> O=C1CCN(S(=O)(=O)c2ccccc2)N1
  -1%, 9%, 2%

Retrieved by structure from the list above, 5 records:
Fields – DT40 TDP1 CPT, DT40 TDP1 no CPT, GCN5L2 inh
> CN(Cc1ccccc1)C(=O)c1cccc(NC(=O)Cc2ccc(NC(=O)C3CCN(C(=O)C4CCCC4)CC3)cc2)c1
  ?, ?, ·
> C[C@H](CO)N1C[C@H](C)[C@@H](CN(C)C(=O)Nc2ccc(C(F)(F)F)cc2)Oc2ccc(NC(=O)Nc3ccccc3)cc2C1=O
  ?, ?, -9%
> COc1ccc(C(=O)Nc2ccccc2[N+](=O)[O-])cc1S(=O)(=O)N1CCOCC1
  -2%, ?, -31%
> COCCN(Cc1cc2cc3c(cc2nc1Cl)OCO3)C(=O)c1cccc(C)c1
  7.3µM*, 16µM*, -6%
> CCCCCOc1ccc(Cn2ccnc2)cc1[N+](=O)[O-]
  ?, ?, -8%

(further entries)
Fields – DT40 TDP1 CPT, DT40 TDP1 no CPT, GCN5L2 inh
> c1ccc(-c2nc(CSc3nnnn3-c3ccccc3)cs2)cc1
  ?, ?, -1%
> CC(Nc1nc(-c2ccc(F)cc2)cs1)c1nc2cc(Cl)c(Cl)cc2n1CCOCCO (stereo not given)
  23µM*, 21µM*, ·
> Cc1ccc(C2CCN(C(=S)NC(C)(C)C)C2)cc1 (stereo not given)
  ?, ?, -3%
> O=C(CCC(=O)N/N=C/c1ccco1)N/N=C/c1ccco1
  10%, -8%, -4%
> COc1cc(-c2noc(-c3ccc(NCc4ccco4)c([N+](=O)[O-])c3)n2)cc(OC)c1OC
  12µM*, 7.3µM*, -8%
> COc1cc(NC(=O)C2CC(c3ccc(Cl)cc3)=NO2)cc(OC)c1OC (stereo not given)
  -26%, ?, -9%
> Cc1ccccc1OCCCCn1c(-c2ccc(Cl)cc2)nc2ccccc2c1=O
  -9%, -6%, 5%
> COc1ccc(CN=C(C#N)C2=C(O)c3ccccc3C2=O)cc1
  ?, ?, 5%
> Cc1cc(C(C)(C)C)oc1C(=O)N(CC(=O)NC1CCCC1)Cc1ccc(F)cc1
  21µM*, ?, 2%
> Clc1ccc(-n2c(SC/C=C/c3ccccc3)nnc2-c2cccnc2)cc1
  23µM*, ?, -1%
> Cc1ccc(-c2c(C)sc(NC(=O)C3C4CCC(O4)C3C(=O)O)c2C(=O)OC(C)C)cc1 (stereo not given)
  ?, -3%, 6%
> CCN(C(=O)COC(=O)c1cccc(S(=O)(=O)N2CCOCC2)c1)C1CCS(=O)(=O)C1 (stereo not given)
  4%, 1%, -2%
> Cc1c(C(=O)NCc2nnc(-c3ccccc3)o2)oc2c(F)cccc12
  0%, -3%, 0%
> CCCCCCC=C1CCC(CN2CCCC2)C1=O (stereo not given)
  2.9µM*, 4.1µM*, ·
> CC(=O)N1c2c(cc(Br)cc2S(=O)(=O)NCc2ccc(C)cc2)CC1C (stereo not given)
  7%, -27%, -4%
> CCN(CC(=O)Nc1c(F)cccc1F)C(=O)c1nc2nccc(C)n2n1
  -22%, 12%, -1%
> COc1ccc(NC(=S)N2CCN(C(=O)c3ccco3)CC2)cc1
  -10%, -10%, -2%
> O=C(NCc1ccco1)c1ccc(Cl)c(S(=O)(=O)N2CCc3ccccc32)c1
  ?, ?, -22%
> CC1CCN(C(=O)CSc2nc3ccccc3[nH]2)CC1
  -15%, -7%, -8%
> C/C(=N\OCc1cccc(C(=O)O)c1)c1ccc(Cl)cc1
  5%, -16%, 0%
> COCCNC(=O)CCCCCNS(=O)(=O)c1ccc(C)cc1
  -7%, -7%, -9%
> CCNS(=O)(=O)c1ccc(CCC(=O)NCc2ccccn2)cc1
  9%, 22%, -4%
> CC1CCCCC12NC(=O)N(CC(=O)N1CCN(c3ccccc3)CC1)C2=O (stereo not given)
  -14%, 0%, -5%
> CCCCNC(=O)c1nc(C2CCN(S(=O)(=O)c3ccccc3C(F)(F)F)CC2)oc1-c1ccccc1
  23µM*, 16µM*, ·
> COc1ccc(C(=O)Nc2ccc3c(c2)OCO3)cc1OC
  ?, -26%, -3%
> Cc1nn(Cc2ccc([N+](=O)[O-])cc2)c(=O)n1-c1ccccc1
  -10%, -8%, -7%
> O=C(CSc1nc2ccccc2o1)Nc1cc(C(F)(F)F)ccc1N1CCOCC1
  ?, ?, -9%
> CC(C)=CC(=O)OCC(=O)Nc1nc(C)c(Cl)cc1Cl
  -9%, -12%, -3%
> CC(N=C(NS(=O)(=O)c1ccc(Cl)cc1)c1ccccc1)C(=O)O (stereo not given)
  4%, 5%, -13%
> COc1ccc(S(=O)(=O)N(CCc2ccccc2)CC(=O)O)cc1
  -4%, 5%, -2%
> Cc1ccc(NC(=O)c2cc(S(=O)(=O)N3CCOCC3)c(Br)s2)cc1
  -19%, ?, -10%
> COc1ccccc1N(CC(=O)Nc1ccc(C)c(Cl)c1)S(=O)(=O)c1ccc(C)cc1
  21µM*, 18µM*, -4%
> CC(C)(C)NC(=O)CN(C(=O)CNC(=O)c1cccs1)c1ccccc1F
  6%, -4%, -2%
> O=C(CN(CCc1ccccc1)C(=O)c1csnn1)NCc1ccc(F)cc1
  2%, 4%, -2%
> CC1(C(=O)Nc2ccc3c(c2)OCO3)CCN1Cc1csc2ccccc12 (stereo not given)
  23µM*, ?, ·
> CN(C)c1ncc2nc(-c3cccs3)c(=O)n(C3CC3)c2n1
  12%, -20%, ?
> CCOc1ccc(N=CC2=C(O)CC(C)(C)CC2=O)cc1
  -1%, -2%, -12%
> COCCn1c(=O)[nH]c2cc(C(=O)Nc3ccc(OC)cc3)ccc2c1=O
  -20%, -16%, -6%
> O=C(OCCOc1ccccc1F)c1cc(S(=O)(=O)N2CCOCC2)ccc1F
  10%, -14%, ·
> CC(=O)/C(C(=N)N1CCN(C(c2ccccc2)c2ccccc2)CC1)=C(\C)O
  0%, -10%, -1%
> COC(=O)c1ccccc1NC(=S)N1CCN(c2ccccn2)CC1
  4%, -20%, -2%
> FC(F)(F)c1ccc(C2Nc3cccc4cccc(c34)N2)cc1
  ?, ?, -4%
> COc1ccc2[nH]cc(S(=O)(=O)c3ccc(C)cc3)c2c1
  -15%, ?, -6%
> CC(=O)/C(=C/c1ccccc1)C(=O)Nc1ccccc1C
  ?, 4.6µM*, -6%
> CCc1nnc(NS(=O)(=O)c2ccc(N/C=C\C(=O)c3ccc(C)cc3)cc2)s1
  -13%, 8%, -3%
> Clc1ccc(-c2nc3n(n2)Cc2ccccc2-3)cc1
  -15%, -17%, -9%
> COc1ccc(S(=O)(=O)N(CC(N)=O)C2CCCCC2)cc1Cl
  23µM*, ?, 2%
> Cc1cc(-c2nnc(SCC(=O)Nc3ccccc3F)n2N)n[nH]1
  2%, 23%, 1%
> Cn1c(=O)[nH]c(=O)c2c1nc(CN1CCOCC1)n2Cc1ccc(F)cc1
  -15%, -10%, 1%
> CCc1cc2c(=O)oc(-c3ccc(F)cc3)nc2s1
  5%, -1%, -6%
> O=S(=O)(c1cccc(Cn2nnc(-c3ccccc3)n2)c1)N1CCOCC1
  23µM*, 21µM*, -2%
> CN(C)CCNC(=O)Nc1ccc([N+](=O)[O-])cc1
  -2%, 2%, -12%
> CC(=O)c1c(N2CCCCC2)nc(=S)n(Cc2ccccc2)c1C
  26µM*, ?, -4%
> CN(C(=O)Cn1c(=O)oc2ccccc21)C1CCCCC1
  -2%, 1%, -3%
> Cc1ccc(-n2nnnc2SCC(=O)Nc2ccc(N3CCN(C)CC3)cc2)c(C)c1
  ?, 18µM*, -3%
> COc1ccc(C(=O)N(C)CC(O)c2ccccc2)cc1OC1CCN(C(C)=O)CC1 (stereo not given)
  -3%, 19%, -3%
> O=C(Cc1ccc2c(c1)OCCO2)N/N=C/c1ccco1
  2%, -9%, -4%
> OCCC1CN(Cc2cnc(N3CCCC3)s2)CCN1Cc1ccccc1 (stereo not given)
  0%, -12%, -15%
> Cc1cc(NC(=O)Cc2ccccc2C)no1
  23µM*, -23%, -10%
> O=C(NCC(O)c1ccccc1)Nc1cccs1 (stereo not given)
  -5%, 18%, 4%

Next part:
Fields – DT40 TDP1 CPT, DT40 TDP1 no CPT, GCN5L2 inh
> COc1cc2c(cc1OC)CN(C(=O)c1cc(S(=O)(=O)N3CCOCC3)ccc1Cl)CC2
  ?, 21µM*, -2%
> COc1ccc(S(=O)(=O)N2CCN(C(=O)C3CC3)CC2)cc1Br
  -16%, -10%, -3%
> [O-][N+](=C(c1ccccc1)c1ccccc1)c1ccccc1
  ?, ?, ·
> COc1cc(Cl)c(C)cc1NC(=S)NN
  ?, 18µM*, -26%
> COc1ccc(C(=O)NCCn2cc(SCC(=O)Nc3ccccc3)c3ccccc32)cc1OC
  ?, ?, 1%
